# NCI-60 one-dose screen, 48 h, at 10 µM unless noted. Numbers give growth in % (100 = growth as untreated, 0 = no growth, -100 = all killed).
# IGROV1 – IGROV1 ovarian cancer | 79,000 compounds, 4.7% hits
# CAKI-1 – CAKI-1 renal cancer; AID 1794772; 75,000 compounds, 4.7% hits
# ACHN – ACHN renal cancer; 81,000 compounds, 4.9% hits; AID 1794771
# SN12C – SN12C renal cancer cells | 81,000 compounds, 3.8% hits
# 786-0 – 786-0 renal cancer cells; 81,000 compounds, 5.1% hits
# TK-10 – TK-10 renal cancer cells. 81,000 compounds, 3.9% hits
# NCI/ADR-RES – NCI/ADR-RES ovarian cells; AID 1794790; 81,000 compounds, 4.4% hits
# UO-31 – UO-31 renal cancer | 81,000 compounds, 5.2% hits
# Starred values were filed as active, the others as inactive; nt = no result given; & = joins results of further samples. How the source made its calls: active means growth percent below 10; inactive means the rest. Some of the compounds tested, so the mix of outcomes need not match the whole.
SMILES,IGROV1,CAKI-1,ACHN,SN12C,786-0,TK-10,NCI/ADR-RES,UO-31
O=NN(CCF)C(=O)NCCO,113,102,103,101,100,99,105,89
ClCc1nc2ccccc2[nH]1,96,96,103,103,106,118,108,85
COc1cccc(-c2nc3c(s2)C2=CC[C@@H]4[C@H](CC[C@]5(C)C(=O)CC[C@@H]45)[C@@]2(C)CC3)c1,101,93,98,104,100,106,101,93
CC[C@H](C)[C@H](NC(=O)c1ncccn1)C(=O)N(C)[C@H](C[C@@H](OC(C)=O)c1nc(C(=O)N[C@@H](Cc2ccccc2)C[C@H](C)C(=O)OC)cs1)C(C)C,50,61,51,46,38,41,71,51
CCCC(C)CC1(CCO)C(=O)NC(=S)NC1=O (configuration not stated),114,101,106,101,106,100,109,88
CC1([N+](=O)[O-])COP(=O)(Nc2cccc(Cl)c2)OC1 (configuration not stated),103,111,108,96,99,106,102,78
CN(C)C1C=CCCC1 (configuration not stated),114,97,116,97,103,131,105,88
O=C(O)C(O)C(O)C1[O][Sb]([c]2ccc([N+](=O)[O-])cc2)[O]C1CO (configuration not stated),111,102,101,90,104,98,111,96
O=C1C(Br)CS(=O)(=O)CC1Br (configuration not stated),112,102,103,104,103,108,113,89
COc1ccc(NP2(=O)OCC(C)(N)CO2)cc1 (configuration not stated),102,nt,97,105,101,93,98,76
C#CC[Se]C(=O)c1ccc(C(=O)[Se]CC#C)s1,85,106,44,86,82,85,76,48
CCCCCC(C)NC (configuration not stated),nt,106,97,nt,98,96,98,94
O=P(Oc1ccccc1)(Oc1ccccc1)N1CCOCC1,148,91,103,91,88,72,107,93
CN1CCN(C(=O)COc2ccc(/C=C3\CC4C5CC=C6CC(Cl)CCC6(C)C5CCC4(C)C3=O)cc2)CC1 (configuration not stated),87,70,80,80,70,88,69,100
c1ccc2c(c1)CCNC2,90,93,94,91,107,106,95,73
CC1CNC(=S)S1 (configuration not stated),126,99,97,104,105,99,115,97
CC(=O)c1cccc(S(=O)(=O)F)c1,103,96,99,104,98,115,97,83
O=P1(NCCCl)OCCCN1CCCl (configuration not stated),111,99,99,101,94,98,110,88
CN(C)C(=O)Oc1cccc(Cl)c1,173,98,100,93,101,74,108,97
COc1cc(-n2c(SC)nc3ccccc3c2=O)c(OC)cc1Cl,86,105,96,100,102,115,91,84
CC1(C)CCCN1CCC(C(N)=O)(c1ccccc1)c1ccccc1,101,117,95,106,109,108,103,78
COC(C(=O)[C@@H](O)[C@@H](C)O)[C@@H]1Cc2cc3cc(O[C@H]4C[C@@H](O[C@H]5C[C@@H](O)[C@H](O)C(C)O5)[C@H](O)C(C)O4)c(C)c(O)c3c(O)c2C(=O)[C@H]1O[C@H]1C[C@@H](O[C@H]2C[C@@H](O[C@H]3C[C@@H](O)[C@@H](O)C(C)O3)[C@@H](O)C(C)O2)[C@H](O)C(C)O1 (some centres not stated),18,13,0.5*,7.5*,-1.5*,12,85,-3.2*
CCc1ccccc1[C@H]1C[C@]2(C)CCO[C@@H]2OO1,96,97,102,96,103,98,109,88
O=C(NNC(=O)C(Cl)Cl)C(Cl)Cl,99,90,92,94,94,102,93,93
CCN(CC)c1ccccc1,99,109,97,98,97,115,100,95
CCCCCCOC(CN)C(Cl)(Cl)Cl (configuration not stated),92,83,92,101,98,102,104,73
C=CCOP(OCC=C)OCC=C,98,81,97,101,109,103,111,94
O=[N+]([O-])c1cc(Cl)c(Cl)cc1Cl,109&111,107&100,109&104,108&95,112&111,120,104&102,95&104
CC1(C)C(=O)CC[C@@]2(C)C1=CC[C@H]1[C@@H]3CC[C@H](O)[C@@]3(C)CC[C@@H]12,118,100,110,101,110,115,101,87
C1CCC2(CC1)OOCNCOO2,104,93,110,110,105,91,101,94
CC(COc1ccccc1)N(CCCl)C1c2ccccc2-c2ccccc21 (configuration not stated),53,nt,nt,77,88,80,57,56
CCCCN(CCCC)N=O,101,103,117,101,105,98,99,96
COc1ccccc1N1CCN(Cc2ccccc2)CC1,97,95,105,93,91,103,104,99
COc1cc(C2=NN(c3ccccc3)C(c3sc(N(CCCl)CCCl)nc3Cl)C2)cc(OC)c1OC (configuration not stated),106,64,89,80,92,102,94,76
Nc1ccccc1C(=O)OCCc1ccccc1,112&92,91&104,106&91,106&98,97&94,112&118,104&100,101&90
Oc1c(Br)cc(-c2ccccc2)cc1Br,100&120,90&100,97&97,91&100,100&108,101&100,102&104,88&89
NCCc1ccc(S(N)(=O)=O)cc1,108,91,105,95,94,86,111,94
CC[C@]12C=CCN3CC[C@@]4(c5ccc(OC)cc5N(C)[C@H]4[C@@](O)(C(=O)OC)[C@@H]1OC(=O)CCC[P+](c1ccc(C)cc1)(c1ccc(C)cc1)c1ccc(C)cc1)[C@@H]32,-90*,-95*,-98*,-88*,-88*,-89*,18,-97*
Cc1ccc(N)cc1[As]=[As]c1cc(N)ccc1C (configuration not stated),-91*,-91*,-92*,-87*,-89*,nt,54,-100*
N#CCc1c[nH]c2ccccc12,87,91,87,96,106,149,102,79
Cc1ccc2nc(Sc3sc(N)nc3C)n(-c3ccc(Cl)cc3)c(=O)c2c1,97,89,90,87,71,99,83,54
C[C@H]1C[C@@H]2[C@H]([C@@H](O)C[C@]3(C)[C@@H](O)CC[C@@H]23)[C@@]2(C)CCC(=O)C=C12,111,117,116,105,105,109,106,102
C[N+]12CCC34C5=CC(=O)C(=O)C=C5[N+]5(C)C(=O)CC6OCC=C(C1)C(CC32)C6C45 (configuration not stated),97,116,101,105,112,116,114,97
NC(=O)CN1CCCC1=O,111,102,103,104,98,102,114,90
CC1CCC2(O)C3(C)CC4(O)OC2(C1O)C1(O)C3(O)C(OC(=O)c2ccc[nH]2)C(O)(C(C)C)C41C (configuration not stated),102,106,104,110,88,122,107,100
CC(C)[C@H](NC(=O)c1cn(Cc2ccccc2F)c2ccccc12)C(N)=O,93,nt,108,103,103,87,94,78
CC(C#N)N1CCN(c2cccc(Cl)c2)CC1 (configuration not stated),109,92,101,85,87,100,102,77
Clc1c(Cl)c(Cl)c2c(c1Cl)Oc1c(Cl)c(Cl)c(Cl)c(Cl)c1O2,90,nt,100,107,105,139,98,87
CC(C)N(C(=O)SCC(Cl)=C(Cl)Cl)C(C)C,104,102,111,108,101,100,107,90
O=C1CCC(=O)N1[N+](=O)[O-],91,110,107,100,97,90,103,86
O=C(/C=C/c1ccc(Cl)cc1Cl)c1nc2ccccc2n1Cc1ccc(F)cc1,47,53,49,60,20,94,42,36
NC(=O)c1cc([N+](=O)[O-])cc([N+](=O)[O-])c1,108,102,96,94,109,110,90,97
CCOC(=O)/C(=C\c1ccc(F)cc1)[Se]c1ccccc1,106,100,110,96,108,110,109,98
COc1ccc(Nc2ccc([N+](=O)[O-])cc2[N+](=O)[O-])cc1CN(CCCl)CCCl,33,nt,15,21,18,57,27,31
O=C(O)CNCP(=O)(O)O,106,100,123,101,106,108,110,73
CC(C)(C)N1CC(C(=O)c2ccccc2)C1c1ccccc1 (configuration not stated),113,106,119,104,98,123,98,90
CC/C(=N/OC(=O)NC)c1ccccc1,126,98,101,98,106,111,114,91
CC(Cl)CNC1CCCCC1 (configuration not stated),106,100,103,100,102,103,100,78
BrCC(Br)CBr,125,94,108,98,106,108,104,96
CC(=O)O[C@H]1C[C@H](O[C@H]2[C@@H](O)C[C@H](O[C@H]3[C@@H](O)C[C@H](O[C@H]4CC[C@@]5(C)C(CCC6C5C[C@@H](O)[C@]5(C)[C@@H](C7=CC(=O)OC7)CC[C@]65O)C4)O[C@@H]3C)O[C@@H]2C)O[C@H](C)[C@H]1O[C@@H]1O[C@H](CO)[C@@H](O)[C@H](O)[C@H]1O (some centres not stated),8.0*,-94*,-59*,-39*,-91*,-91*,-70*,-80*

# Going on with the list:
SMILES,IGROV1,CAKI-1,ACHN,SN12C,786-0,TK-10,NCI/ADR-RES,UO-31
Cn1cc(C=O)c2nccnc21,122,91,109,104,119,95,105,106
C/C=C(/C)C(=O)O[C@H]1CC[C@@]2(C)[C@@H]3CC[C@H]4[C@]5(O)C[C@H](O)[C@@]6(O)[C@@H](CN7C[C@@H](C)CC[C@H]7[C@@]6(C)O)[C@]5(O)C[C@@]42O[C@@]13O,49,103,113,115,90,125,111,81
Nc1ccc(OCCNC(=O)Nc2ccc(S(=O)(=O)F)cc2)c(Cl)c1,108,84,95,100,77,97,100,66
NC(c1ccccc1)c1ccc(Cl)cc1 (configuration not stated),68,79,68,54,69,57,68,61
c1ccc(CN2CO[C@@H]3CCCCC[C@H]32)cc1,97,92,106,101,98,96,105,90
O=C(CCCc1ccc(N(CCCl)CCCl)cc1)NCc1ccccc1,82,26,23,47,82,89,67,71
COC1OC(CO)C(O)C(O)[CH]1[Hg][O]C(C)=O (configuration not stated),87,101,99,88,106,111,92,101
CCCCCCNC(=O)C(C)Br (configuration not stated),109,107,103,102,102,84,104,91
COc1c(C(C)(C)C)cc([N+](=O)[O-])c(C)c1[N+](=O)[O-],116,97,108,122,92,88,112,83
O=c1[nH]c2ccccc2n1C1CCN(CCCC(c2ccc(F)cc2)c2ccc(F)cc2)CC1,56&71,54&36,44,58&41,-57*,63&62,24&48,13&33
CC1CC(NCC(O)CO)CC(C)(C)C1 (configuration not stated),118,106,105,121,111,102,102,107
S=C1NC2(CCCCC2)NC12CCCCC2,95,94,112,99,99,108,105,77
CCCCCCCCCC(=O)N1CCOCC1,109,92,111,102,103,110,104,96
C[C@]12CC[C@H]3[C@@H](CC=C4c5nc(-c6cccc(Cl)c6)sc5CC[C@@]43C)[C@@H]1CC[C@@H]2O,110,62,87,89,49,98,89,63
ClCCN(CCCl)c1ccc2c(c1)Cc1cc(Cl)ccc1-2,69,75,80,89,100,129,101,80
BrCc1ccc2ncccc2c1,98,104,112,109,114,108,113,94
CC(C)N(CCCl)CCOc1ccccc1Cc1ccc(F)cc1,103,96,90,99,98,102,99,87
Cc1cccc(N2CCN(C(C)C#N)CC2)c1 (configuration not stated),108,95,104,103,90,119,97,84
CC(=O)N1N=C(c2ccccc2)CC1c1sc(N(CCCl)CCCl)nc1Cl (configuration not stated),101,80,99,87,100,108,99,80
c1c(N2CC2)cc(N2CC2)cc1N1CC1,98,97,105,99,101,112,105,82
C=CCN1CC[C@]23c4c5ccc(O)c4O[C@H]2C(=O)CC[C@@]3(O)[C@H]1C5,96,72,106,106,108,68,102,86
CC1([N+](=O)[O-])COP(=O)(Nc2ccccc2F)OC1 (configuration not stated),103,90,96,102,98,95,105,73
COc1ccc2c(c1)C13CCN(C)C(C2)C1CCC1(C3)OCCO1 (configuration not stated),97,95,106,103,101,98,102,73
O=C(c1ccccc1)N1CC1,106,95,110,103,100,100,101,89
CCC1CC(O)c2c(O)c3c(c(O)c2C1O)C(=O)c1cccc(O)c1C3=O (configuration not stated) (tested in a mixture with another compound),-53*,0.2*,-18*,0.9*,-31*,-14*,-55*,-33*
[O-][n+]1onc2ccccc21,124,105,115,108,104,111,107,98
CC[C@H](C)[C@H](NC(=O)[C@H]1CCCCN1C)C(=O)N(C)[C@H](C[C@@H](OC(C)=O)c1nc(C(=O)NC23C4C5C2C2C3C4C52C(=O)OC)cs1)C(C)C (some centres not stated),22,29,16,33,14,37,11,33
CCCNC(=O)C(C)(C)CC(=O)N[C@H]1N=C(c2ccccc2)c2ccccc2N(C)C1=O,105,98,107,101,99,101,106,95
CC(C)CCC1C(=O)N(C)C(=O)N(C)C1=O,98,95,102,102,102,102,115,90

# Ordered by molar mass (lowest first): some entries from above
SMILES,IGROV1,CAKI-1,ACHN,SN12C,786-0,TK-10,NCI/ADR-RES,UO-31
[O-][n+]1onc2ccccc21,124,105,115,108,104,111,107,98
O=C(c1ccccc1)N1CC1,106,95,110,103,100,100,101,89
c1c(N2CC2)cc(N2CC2)cc1N1CC1,98,97,105,99,101,112,105,82
CC(C)CCC1C(=O)N(C)C(=O)N(C)C1=O,98,95,102,102,102,102,115,90
Cc1cccc(N2CCN(C(C)C#N)CC2)c1 (configuration not stated),108,95,104,103,90,119,97,84
CCCCCCCCCC(=O)N1CCOCC1,109,92,111,102,103,110,104,96
CC1([N+](=O)[O-])COP(=O)(Nc2ccccc2F)OC1 (configuration not stated),103,90,96,102,98,95,105,73
C=CCN1CC[C@]23c4c5ccc(O)c4O[C@H]2C(=O)CC[C@@]3(O)[C@H]1C5,96,72,106,106,108,68,102,86
COc1ccc2c(c1)C13CCN(C)C(C2)C1CCC1(C3)OCCO1 (configuration not stated),97,95,106,103,101,98,102,73
ClCCN(CCCl)c1ccc2c(c1)Cc1cc(Cl)ccc1-2,69,75,80,89,100,129,101,80
CC(C)N(CCCl)CCOc1ccccc1Cc1ccc(F)cc1,103,96,90,99,98,102,99,87
C[C@]12CC[C@H]3[C@@H](CC=C4c5nc(-c6cccc(Cl)c6)sc5CC[C@@]43C)[C@@H]1CC[C@@H]2O,110,62,87,89,49,98,89,63
CC(=O)N1N=C(c2ccccc2)CC1c1sc(N(CCCl)CCCl)nc1Cl (configuration not stated),101,80,99,87,100,108,99,80
CC[C@H](C)[C@H](NC(=O)[C@H]1CCCCN1C)C(=O)N(C)[C@H](C[C@@H](OC(C)=O)c1nc(C(=O)NC23C4C5C2C2C3C4C52C(=O)OC)cs1)C(C)C (some centres not stated),22,29,16,33,14,37,11,33

# Source: PubChem BioAssay
